USP2a block – qHTS Assay for Inhibitors of Ubiquitin-specific Protease USP2a Using CHOP2 as the Reporter; Ubiquitin carboxyl-terminal hydrolase 2 (Homo sapiens), O75604; USP2 core, Ub-CHOP2 coupled fluorogenic reporter, 485/531; Potency, µM (top dose mostly 38.3 µM), inactives show at the top dose activity change, negative = inhibition, most hits filed as inhibitors; actives 0.01% (n = 330,000); AID 463254, 2010;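 further: potency means the concentration at half of the fitted maximal effect; plate controls were DMSO wells for no effect and full inhibition by NEM control for full effect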
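Deubiquitinase activity read as fluorescence (485/531 nm) after Ub-CHOP2 cleavage activates the enterokinase reporter on its substrate; USP2 core 10nM, Ub-CHOP2 and substrate 25nM each, 30min compound preincubation then 60min RT; data normalized to NEM, curves fitted.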
BCR signal inh – qHTS Assay to Find Inhibitors of Chronic Active B-Cell Receptor Signaling. ABC-DLBCL IkBa-CBG/CBR reporter, luminescence ratio, 4 h. Potency, µM (doses to about 46.1 µM), inactives show at the highest dose ratio change, negative = lower green/red ratio, usual class: inhibitors. AID 493014, 2011. actives 0.05% (n = 340,000); active means well fitted inhibition curve with a large enough effect in the signal ratio, with a control signal flat, not every such curve was filed as active; inconclusive means small, poorly fitted or top-dose-only effect, or effect the other way, or a change in a side signal; the % refers to the signal ratio;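 further: potency means the concentration at half of the fitted maximal effect; plate controls were basal doxycycline-induced cells for no effect and cells given 10 µM MG132 for full effect; MG132 reads +100%, hits lower the ratio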
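Concentration-response series (up to 46 uM) were applied to TMD8 dual-reporter cells for 4 h at 37C with doxycycline. Green/red ratio, after filter-overlap correction, defined %Activity; red signal alone was normalised to basal cells and zero luminescence.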
Eya2 inh – qHTS Assay for Inhibitors of the Phosphatase Activity of Eya2 | Potency, µM (series often up to 76.9 µM), inactives show top-dose activity, negative = inhibition, usual class: inhibitors | Protein phosphatase EYA2 (Homo sapiens), O00167 | actives 0.006% (n = 330,000) | recombinant Eya2, OMFP fluorescence dephosphorylation (OMFP is methylfluorescein phosphate); further: potency means the concentration at half of the fitted maximal effect
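Eya2 protein (added as 0.2 uM solution) was preincubated with compound for 10 min at ambient temperature in 50 mM HEPES pH 7.5, 50 mM NaCl, 5 uM MgCl2, 0.05% BSA, 1 mM DTT. OMFP (added at 50 uM) then reacted 10 min; fluorescence read at 485/525 nm.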
PKM2 activator – qHTS Assay for Activators of Human Muscle isoform 2 Pyruvate Kinase. Potency, µM (doses to about 57.5 µM), for the others: at the highest dose activation, most hits filed as activators. actives 0.34% (n = 260,000). purified PKM2, Kinase-Glo ATP luminescence, activation; response scale: 0% is enzyme alone, no compound. AID 1631, 2009; further: potency means the concentration at half of the fitted maximal effect; nearly all actives have a fitted effect of over 55% in size
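Kinase-Glo luminescence reports ATP generated from ADP (0.1 mM) and PEP (0.5 mM) by purified hPK-M2 after 1 h at room temperature, pH 7.2 imidazole buffer; intermediate enzyme activity allows detecting inhibitors and activators.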
FBPA coupling cs – qHTS Assay for Inhibitors of Fructose-1,6-bisphosphate Aldolase from Giardia Lamblia: Coupling assay counterscreen; actives 0.67% (n = 290,000); activity change, negative = inhibition, % at 58.2 µM, hits read low; AID 2472, 2010; coupling enzyme system counterscreen, AmpLite Red fluorescence; in the data active means activity change below about -30%
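Fluorescence at 525 nm excitation and 598 nm emission measured inhibition of the coupled detection system without aldolase. Compounds (at 57.5 uM final) were preincubated 10 min at room temperature with coupling enzyme reagent before a 20 min substrate/AmpLite Red step.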
KCNH2 3.1 inh – qHTS for Inhibitors of KCHN2 3.1: Mutant qHTS. U2OS KCNH2 3.1, thallium flux FluxOr; hits give low values. activity change, % (tested at about 1.8 µM). actives 0.95% (n = 340,000);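 active means maximum activity change below -70%; inconclusive means maximum activity change from -70% to -50%; inactive means maximum activity change above -50%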;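 further: thallium influx rate constant from kinetic fluorescence after stimulation buffer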
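Channel expression came from 3.1 mutant virus (1.77 x 10^8 /mL) applied to suspended U2OS cells for 4 h. Flux was tracked with FluxOr dye plus Red40 quencher, and kinetic rate constants normalized to controls.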
GALK inh – qHTS Assay for Inhibitors of Human Galactokinase (GALK); P51570; Potency, µM (titrated, usually from 57.5 µM), without a hit: top-dose activity change, negative = inhibition, actives largely listed as inhibitors; Purified GALK, Kinase-Glo residual ATP luminescence; actives 0.007% (n = 270,000); further: potency means the concentration at half of the fitted maximal effect
Target sequence (P51570 whole entry, looked up): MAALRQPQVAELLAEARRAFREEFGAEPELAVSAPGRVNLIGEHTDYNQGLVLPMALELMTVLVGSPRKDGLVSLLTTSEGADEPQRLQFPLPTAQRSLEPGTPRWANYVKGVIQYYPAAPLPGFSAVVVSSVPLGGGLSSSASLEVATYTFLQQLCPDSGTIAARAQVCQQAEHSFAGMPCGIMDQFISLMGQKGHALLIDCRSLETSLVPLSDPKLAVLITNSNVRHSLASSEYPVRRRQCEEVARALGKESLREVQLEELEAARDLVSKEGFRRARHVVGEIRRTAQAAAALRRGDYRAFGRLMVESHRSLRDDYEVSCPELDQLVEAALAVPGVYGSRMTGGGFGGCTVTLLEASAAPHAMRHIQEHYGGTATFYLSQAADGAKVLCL
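Galactose (100 uM) and ATP (35 uM) were turned over by 5 nM GALK for 1 h at RT. Kinase-Glo Plus then converted the remaining ATP into a luminescent signal.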
Giardia kill – Small Molecules that selectively kill Giardia lamblia: qHTS; activity change, % at 7.66 µM, hits read low; Giardia lamblia trophozoite viability; actives 0.15% (n = 340,000); in the data active means activity change below about -80%; inconclusive means between about -30% and that limit;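 further: parasites exposed to compound for two days anaerobically before the ATP read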
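Media and compound were dispensed first, then trophozoites at 100 cells/well; plates sat 48 hrs at 37 deg C without oxygen before ATP luminescence reagent was added and read after 15-30 min at room temperature.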
hERG WT inh – qHTS for Inhibitors of KCHN2 3.1: Wildtype qHTS. Voltage-gated inwardly rectifying potassium channel KCNH2 (Homo sapiens), Q12809. U2OS, BacMam KCNH2, thallium flux FluxOr; hits give low values. activity change, % at 1.84 µM. actives 0.37% (n = 340,000);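 active means maximum activity change below -70%; inconclusive means maximum activity change between -70% and -50%; inactive means maximum activity change above -50%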
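U2OS cells were transduced with wild-type KCNH2 virus (2.03 x 10^8 / mL) for 4 h at room temperature, then cultured overnight at 37 C. Thallium flux was read with FluxOr dye. Rate constants were normalized to DMSO controls.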
uPA generation – qHTS for Inhibitors of Cell Surface uPA Generation. Potency, µM (titrated, usually from 38.3 µM), without a hit: top-dose activity change, negative = inhibition, most hits filed as inhibitors. cell surface uPA generation assay, qHTS. actives 0.31% (n = 330,000); active means well fitted inhibition curve with a large enough effect; inconclusive means small, poorly fitted or top-dose-only effect; inactive means no such curve, though single readings can be large or run the other way; tested in mouse RAW 264.7 cells; further: potency means the concentration at half of the fitted maximal effect; nearly all actives have a fitted effect of over 55% in size
B2AR arrestin – qHTS assay of beta-arrestin-biased ligands of beta2-adrenergic receptor; Beta-2 adrenergic receptor (Homo sapiens), P07550; Potency, µM (series often up to 46.1 µM), for inactives: top-dose activation, usual class: activators; beta-arrestin recruitment to beta2AR, cell-based reporter; actives 0.02% (n = 330,000); AID 492947, 2010;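 further: potency means the concentration at half of the fitted maximal effect; 0% = DMSO controls and full agonism = EC100 isoproterenol or metaproterenol; nearly all actives have a fitted effect of over 65% in size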
Target sequence (P07550 whole entry, looked up): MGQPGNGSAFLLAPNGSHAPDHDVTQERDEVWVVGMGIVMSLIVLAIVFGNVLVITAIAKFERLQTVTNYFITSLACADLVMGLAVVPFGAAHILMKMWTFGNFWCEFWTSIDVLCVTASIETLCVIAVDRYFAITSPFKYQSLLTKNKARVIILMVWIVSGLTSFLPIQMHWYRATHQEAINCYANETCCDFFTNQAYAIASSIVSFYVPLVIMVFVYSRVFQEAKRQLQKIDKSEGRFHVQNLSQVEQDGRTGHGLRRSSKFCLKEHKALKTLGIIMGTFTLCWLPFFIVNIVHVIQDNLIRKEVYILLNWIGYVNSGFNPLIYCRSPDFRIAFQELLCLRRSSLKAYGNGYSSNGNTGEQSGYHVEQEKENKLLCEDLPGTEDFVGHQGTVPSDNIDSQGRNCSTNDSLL
Numbers without * were called inactive; ? = inconclusive; . = no result given; & = joins results of further samples; [ ] = dose if it differs, or a comment. Unless noted, the call rests on the fitted dose curve; in most records, active means well fitted curve in the direction sought with a large enough effect; inconclusive means small, poorly fitted or top-dose-only effect, or another doubt; inactive means no such curve, though single readings can be large; an effect the other way counts as inactive or inconclusive. Unless noted, on the % scale 0 is the no-effect control and ±100 the full control effect.

Molecule	USP2a block	Giardia kill	FBPA coupling cs	B2AR arrestin	KCNH2 3.1 inh	uPA generation	hERG WT inh	Eya2 inh	PKM2 activator	GALK inh	BCR signal inh
NNC(=O)CN1C(c2ccc(Cl)cc2)=Nc2ccc(Br)cc2C1c1ccccc1 (configuration not stated)	2.1%	-2.8	-17.4	-0.2%	-30.5	-3.3%	-1.3	-1.3%	-1.0%	-0.8%	?
CCn1cc(C(=O)OCC(=O)Nc2cccc(S(=O)(=O)N3CCOCC3)c2)c(=O)c2ccc(C)nc21	-0.5%	-5.9	-1.9	-0.2%	-25.5	.	?	-14.1%	1.4%	-0.1%	?
Cc1ccc(NCc2nnc(SCC(=O)NCCc3ccccc3)n2C)cc1	1.1%	-0.9	2.5	0.4%	-19.0	4.6%	-3.1	2.7%[15.4 µM]	-20.0%	2.6%	2.6%
O=C(Nc1ccc(S(=O)(=O)Nc2nccs2)cc1)C1CC(=O)N(c2ccccc2)C1 (configuration not stated)	4.9%	6.8	1.1	-0.2%	-1.9	0.2%	-40.5	-4.0%	3.1%	13.1%	0.5%
O=C(c1ccc(Cl)cc1[N+](=O)[O-])N1CCOCC1	0.0%	-20.2	2.8	-0.4%	8.7	-0.2%	0.5	14.1%	-1.0%	0.0%	9.4%
N=c1ccn(Cc2ccccc2Cl)cc1	1.2%	10.6	4.0	-0.2%	40.3	-1.1%	2.7	22.1%	7.5%	5.0%	?
COc1ccc(N(CC(=O)NCc2ccccc2Cl)S(=O)(=O)c2c(C)noc2C)cc1	2.4%	16.3	0.4	-0.2%	-7.6	7.5%	6.2	0.0%	.	0.9%	-1.3%
COCCN(C(=O)CSc1nc2ccccc2o1)c1c(N)n(Cc2ccccc2)c(=O)[nH]c1=O	-0.6%	-20.8	.	-0.5%	-4.9	-1.6%	15.0	-11.6%	.	.	0.6%
COc1cccc(OCCCn2ccnc2)c1	0.7%	-11.6	1.3	-0.2%	14.6	4.4%	-3.9	3.5%	7.5%[11.5 µM]	6.4%	?
COC(=O)c1ccc(CNC(=O)c2ccc(S(=O)(=O)N3CCCCCC3)cc2)cc1	0.6%	-14.5	.	0.1%	12.4	1.8%	1.8	0.7%	.	.	3.3%
COc1ccccc1Nc1ccc2nonc2c1[N+](=O)[O-]	0.8%	-18.6	-10.7	0.2%	9.6	13.5%	-2.0	-0.8%	-0.3%	0.0%	-8.4%
Fc1ccc(OCc2nc(-c3ccncc3)n[nH]2)cc1	1.9%	14.4	4.2	-0.4%	-10.7	-0.5%	7.9	6.5%	2.4%	6.8%	?
Cc1cc(Cl)n2ncc(-c3ccccc3)c2n1	1.1%	-1.4	0.2	?	-0.8	-2.6%	1.8	9.0%	-0.1%	-1.8%	?
Cc1cc(N2CCN(C(=O)c3ccco3)CC2)n2nc(C)nc2n1	-1.1%	-13.4	3.3	-0.6%	3.5	-2.3%	1.1	2.1%	-1.8%	.	0.1%
O=C(CSc1nccn(-c2ccc3c(c2)OCCO3)c1=O)Nc1ccccc1	0.3%	-9.4	.	-0.1%	5.0	2.7%	-9.8	13.2%	.	.	-5.2%
CCCCCC(=O)N1CCN(S(=O)(=O)c2ccc3c(c2)OCCCO3)CC1	-2.9%	-8.9	.	-0.8%	2.2	-6.7%	0.9	-1.5%	.	.	-0.1%
O=C(CSc1nc2c(cnn2-c2ccccc2)c(=O)[nH]1)c1ccc(Cl)cc1	2.9%	3.1	1.9	0.1%	5.7	-14.1%	0.0	-18.4%	0.0%	0.9%	1.2%
O=C(NCCN1CCNC1=O)C1CCC(=O)N(CCc2ccccc2)C1 (configuration not stated)	0.9%	-0.2	0.1	-0.4%	-7.4	-3.6%	0.7	4.0%	-1.1%	-4.2%	0.8%
Cc1cc(NC(=O)CSc2nccn2C)no1	0.5%	17.0	2.0	-0.2%	.	-8.3%	2.1	11.8%	-32.7%	3.3%	0.6%
Cc1occc1C(=O)Nc1cnn(CCCC(=O)O)c1	-1.2%	-0.7	.	0.0%	9.1	-0.9%	-7.8	-0.3%	-8.4%	-1.9%	0.0%
CCCn1c(N)c(N(CCOC)C(=O)c2c(CC)noc2C)c(=O)[nH]c1=O	0.2%	1.5	.	0.2%	3.1	5.8%	-0.4	-0.8%	.	.	3.0%
O=C1Nc2ccccc2C(=O)N2C[C@@H](O)C[C@H]12	-0.3%	-20.9	0.6	-0.9%	7.7	-1.7%	46.1	19.1%	.	.	0.3%
CN(CC(=O)Nc1ccc(Cl)c(C(F)(F)F)c1)C(=O)c1cccc(N2C(=O)CCC2=O)c1	-1.1%	-1.5	.	0.1%	-2.3	?	-4.6	3.2%	.	.	?
C=CCNC(=O)C1COc2ccccc2O1 (configuration not stated)	-1.0%	1.2	3.3	-0.6%	3.8	-0.9%	-6.2	5.7%	-1.1%	-1.4%	-3.0%
CCC(Oc1ccccc1)C(=O)OCC(=O)Nc1sccc1C(N)=O (configuration not stated)	1.1%	-18.2	.	0.3%	21.9	-19.9%	3.6	18.1%	.	.	1.9%
CC1(OC(=O)CCc2ccccc2)C(=O)C=C2C=C(c3ccc(C#N)cc3)N(c3ccccc3)C=C2C1=O (configuration not stated)	1.6%	-8.6	0.6&-4.1	-0.1%	5.0	-7.0%	-2.3	4.0%	-4.6%[11.5 µM]	-0.8%	10.0%
CC(C)c1ccc(S(=O)(=O)N2CCN(C(=O)CN3C(=O)NC(C)(c4ccccc4)C3=O)CC2)cc1 (configuration not stated)	2.5%	-8.8	.	0.3%	5.6	5.4%	-2.1	1.3%	.	.	?
CCn1c(SCC(=O)O)nnc1-c1ccccc1OC	-0.8%	-22.0	-11.0	0.2%	16.2	3.7%	-10.6	-0.9%	-8.1%	-2.1%	?
O=C(Cn1nnc(-c2cccs2)n1)OC1CCCCC1	1.8%	5.1	1.6	-0.1%	-18.5	0.8%	10.4	3.1%	-6.7%	-0.2%	4.5%
O=C1c2ccc(-c3ccc(Cl)c(C(F)(F)F)c3)cc2S(=O)(=O)c2cccc(C(=O)N3CCN(c4ccc(Cl)cn4)CC3)c21	-10.1%	-11.0	.	0.6%	-13.6	5.1%	1.5	9.6%	.	.	-0.1%
O=C1CC(Cc2ccccc2)C(=O)N1CCc1ccc2c(c1)OCO2 (configuration not stated)	0.6%	18.1	-0.1	0.2%	13.4	3.7%	-7.7	2.2%	-18.1%	-0.6%	?
CCN(CC)S(=O)(=O)c1ccc2[nH]c(=O)cc(C(=O)NCC(c3ccco3)N3CCCC3)c2c1 (configuration not stated)	3.6%	15.3	.	-0.1%	1.3	12.3%	3.2	3.3%	.	.	-6.9%
CCn1c2ccccc2c2cc(NC(=O)c3ccccc3-c3ccccc3C(=O)O)ccc21	-11.9%	-27.4	29.4	-0.3%	-5.0	3.2%	-3.9	-7.6%	-15.0%	-6.4%	?
O=C(NC1CCCCC1)c1cccnc1Sc1ccccc1	-0.7%	-3.2	4.4	-0.1%	-14.3	-9.0%	4.4	12.4%	0.5%	-2.1%	-0.2%
O=C(Nc1ccncc1)c1ccc(Cl)c(S(=O)(=O)N2CCc3ccccc32)c1	2.5%	-19.6	.	-0.4%	13.8	-5.8%	2.8	5.3%	.	.	?
Cc1ccc(-c2noc(CCC(=O)Nc3ccc4c(c3)OCO4)n2)cc1	0.3%	-2.6	0.3	0.2%	-9.1	0.2%	-1.7	-13.0%	1.3%	-0.1%	1.9%
COc1ccccc1N(CC(=O)NCC1CCCO1)C(=O)CNS(=O)(=O)c1ccc(Cl)cc1 (configuration not stated)	-7.5%	-8.2	-0.9	-0.5%	-2.6	-3.1%	7.0	9.9%	2.5%	0.8%	1.1%
CCOc1cc(C(=O)OC(C)C(=O)Nc2ccc(S(N)(=O)=O)cc2)ccc1OCC(=O)N1CCOCC1 (configuration not stated)	0.9%	36.8[activator]	.	0.1%	-5.6	1.0%	3.4	3.9%	.	.	?
